LDHA inh: inhibitors of human lactate dehydrogenase A | P00338 | purified LDHA, NADH/diaphorase-resazurin fluorescence; hits give low values | activity change, % (values are at about 110 or 230 µM) | 480,000 compounds, 0.15% hits | AID 1347041; in the data active means activity change below about -30%; inconclusive means mostly about -25% to -30%;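 further: plate controls were DMSO wells for no effect and wells without enzyme for full effect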
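Resorufin fluorescence (ex540/em590), read at 0 and 20 min after diaphorase/resazurin addition, reports the NADH left after a 5 min room-temperature reaction of 2 nM human LDH5 with 0.06 mM NADH and 0.2 mM pyruvate.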
USP1-UAF1 inh: blocks the human USP1/UAF1 deubiquitinase complex | O94782 | recombinant USP1/UAF1, Ub-Rhodamine cleavage fluorescence | 390,000 compounds, 0.23% hits | Potency, µM (top dose mostly 57.1 µM), for the others: at the highest dose activity change, negative = inhibition, most hits filed as inhibitors; further: potency means the concentration at half of the fitted maximal effect; on the % scale 0 is the no-effect control and ±100 the full control effect; nearly all actives have a fitted effect of over 60% in size; inactives centre near -12
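1 nM enzyme complex + cpd, 15 min RT; start with Ub-Rho 150nM final; kinetic fluorescence ex 480/em 540, 6 reads q60 s. Buffer 50mM HEPES pH 7.8, 0.5mM EDTA, 0.1 mg/ml BSA, 1mM TCEP, 0.01% Tween-20.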
TrxR1 inh: blocks rat thioredoxin reductase 1. AID 588453. 390,000 compounds, 1% hits. O89049. recombinant rTrxR1, NADPH fluorescence consumption, selenite substrate. Potency, µM (titrated, usually from 114 µM), without a hit: at the highest dose activity change, negative = inhibition, most hits filed as inhibitors; further: potency means the concentration at half of the fitted maximal effect; on the % scale 0 is the no-effect control and ±100 the full control effect; nearly all actives have a fitted effect of over 65% in size
Target sequence (O89049 whole entry, looked up): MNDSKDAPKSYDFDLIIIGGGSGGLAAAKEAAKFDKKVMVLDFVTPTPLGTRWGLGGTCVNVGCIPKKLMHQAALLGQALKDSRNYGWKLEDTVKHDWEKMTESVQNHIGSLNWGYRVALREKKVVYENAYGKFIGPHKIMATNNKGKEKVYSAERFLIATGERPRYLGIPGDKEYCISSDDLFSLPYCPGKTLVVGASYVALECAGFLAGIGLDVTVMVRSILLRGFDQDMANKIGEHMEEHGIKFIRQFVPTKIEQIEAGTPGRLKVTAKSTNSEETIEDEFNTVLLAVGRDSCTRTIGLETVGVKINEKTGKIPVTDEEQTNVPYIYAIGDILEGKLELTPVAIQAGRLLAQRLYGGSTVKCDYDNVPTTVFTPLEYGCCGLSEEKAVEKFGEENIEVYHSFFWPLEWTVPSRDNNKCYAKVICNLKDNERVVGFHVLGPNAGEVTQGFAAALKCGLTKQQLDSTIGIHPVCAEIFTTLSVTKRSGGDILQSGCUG
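Rat TrxR1 (90 nM in the dispensed reagent) was pre-reduced with 400 uM NADPH for 5 min at room temperature, then incubated with compound for 15 min. After 400 uM selenite was added, NADPH fluorescence (Ex 340/Em 450 nm) was followed for 8 min.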
Vif-APOBEC3G blk: Vif-A3G binding inhibition | HeLa A3G-eYFP + Vif (tagged APOBEC3G with the HIV-1 protein that degrades it), YFP fluorescence, overnight | Potency, µM (titrated, usually from 46.1 µM), for the others: at the top dose activity, negative = active, hits mostly inhibitors | 410,000 compounds, 0.076% hits | AID 602310;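 further: potency means the concentration at half of the fitted maximal effect; on the % scale 0 is the no-effect control and ±100 the full control effect; nearly all actives have a fitted effect of over 60% in size; hits raise eYFP signal because A3G escapes Vif-driven loss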
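Read-out is eYFP fluorescence (Ex 488/Em 500-530) from Vif-expressing HeLa A3G-eYFP cells; more signal means A3G escaped Vif-mediated degradation. Cells plated overnight, compound pinned in, incubated overnight at 37 deg C.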
RGS4 inhibitor: inhibitors of human regulator of G protein signaling 4. P49798. 390,000 compounds, 0.039% hits. AID 504845. Transcreener GDP fluorescence polarization, RGS4-accelerated GTP hydrolysis. Potency, µM (top dose mostly 114 µM), inactives show top-dose activity change, negative = inhibition, actives largely listed as inhibitors; further: potency means the concentration at half of the fitted maximal effect; on the % scale 0 is the no-effect control and ±100 the full control effect; nearly all actives have a fitted effect of over 75% in size; some results filed as inactive show a strong effect at the top dose
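MLSMR compounds (23 nl, pin-transferred) preincubated 10 min at room temperature with a 500nM (2x) first reagent, then RGS4 at 900nM (2x) plus Transcreener GDP mix added; fluorescence polarization (620/688 nm) read before and after 90 min at 30 °C.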
Vif-APOBEC3F blk: blocks the Vif interaction with APOBEC3F | Potency, µM (doses to about 46.1 µM), inactives show at the top dose activity, negative = active | HeLa A3F-eYFP + Vif (tagged APOBEC3F with the HIV-1 protein that degrades it), YFP fluorescence increase | AID 602313 | 390,000 compounds, 0.2% hits; further: potency means the concentration at half of the fitted maximal effect; % of control where 0% means no effect; nearly all actives have a fitted effect of over 65% in size
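HeLa cells stably expressing A3F-eYFP plus Vif, plated and incubated overnight at 37 deg C, then exposed to compounds overnight at 37 deg C. Blocked degradation read as raised yellow fluorescence (Ex 488/Em 500-530).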
IDH1 R132H inh: blocks human mutant IDH1 R132H enzyme. O75874. IDH1-R132H enzyme, NADPH consumption, diaphorase/resazurin fluorescence. Potency, µM (titrated, usually from 76.6 µM), for the others: top-dose activity change, negative = inhibition, actives largely listed as inhibitors. 390,000 compounds, 0.093% hits. AID 602179; further: potency means the concentration at half of the fitted maximal effect; on the % scale 0 is the no-effect control and ±100 the full control effect; nearly all actives have a fitted effect of over 65% in size
Target sequence (O75874 whole entry R132H, stated change not applied): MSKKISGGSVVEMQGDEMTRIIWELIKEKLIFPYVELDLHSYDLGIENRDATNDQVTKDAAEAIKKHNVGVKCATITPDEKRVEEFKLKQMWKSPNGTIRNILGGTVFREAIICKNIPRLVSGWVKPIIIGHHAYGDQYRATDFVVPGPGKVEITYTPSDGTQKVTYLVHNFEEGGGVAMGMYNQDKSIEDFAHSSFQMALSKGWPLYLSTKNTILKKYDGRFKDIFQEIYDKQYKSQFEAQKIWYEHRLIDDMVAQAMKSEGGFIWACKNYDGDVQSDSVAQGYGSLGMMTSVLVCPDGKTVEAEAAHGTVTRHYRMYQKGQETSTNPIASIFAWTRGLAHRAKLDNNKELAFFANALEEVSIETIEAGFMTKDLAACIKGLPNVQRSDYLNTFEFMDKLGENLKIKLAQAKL
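IDH1-R132H (0.5 ug/mL) preincubated 30 min with compound, then NADPH (0.016 mM) and alpha-KG (2 mM) added; 80 min at RT, pH 7.5. Remaining NADPH coupled via diaphorase/resazurin to fluorescence (540/590 nm); concentration-response curves normalized to no-enzyme control.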
GRP78 ERSR act: ER stress response induction in glioma | U87-MG GRP78 promoter luciferase reporter, 16 h | Potency, µM, for the others: at the top dose activation, hits mostly activators | 420,000 compounds, 0.02% hits | AID 602332; further: potency means the concentration at half of the fitted maximal effect; series mostly up to about 76 µM; % of control where 0% means no effect; nearly all actives have a fitted effect of over 35% in size
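ERSR induction read as luciferase luminescence (Bright-Glo, 10 min at room temperature) in stably transfected human U87-MG glioma cells exposed to compounds for 16 h, using GRP78 as sensor.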
TrxR1 substrate: is turned over as a substrate by rat TrxR1; O89049; purified TrxR1 substrate turnover, NADPH consumption readout; Potency, µM (series often up to 114 µM), without a hit: at the highest dose activity change, negative = substrate turnover; 390,000 compounds, 0.01% hits; AID 588456; further: potency means the concentration at half of the fitted maximal effect; on the % scale 0 is the no-effect control and ±100 the full control effect; nearly all actives have a fitted effect of over 50% in size
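Rat TrxR1, dispensed at 90 nM, was prereduced with 400 uM NADPH (final) for 5 min at ~22 deg C, then incubated with compound 15 min before 400 uM selenite. A first-read NADPH fluorescence drop versus no-compound background flagged substrates.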
* marks the source's active call; other numbers are inactive results; ? = inconclusive; nt = no result given; & = joins results of further samples; [ ] = another dose, or the depositor's remark. Unless noted, the call rests on the fitted dose curve; in most records, active means well fitted curve in the direction sought with a large enough effect; inconclusive means small, poorly fitted or top-dose-only effect, or another doubt; inactive means no such curve, though single readings can be large; an effect the other way counts as inactive or inconclusive. This is a subset, so the mix of outcomes need not match the whole.

SMILES	LDHA inh	USP1-UAF1 inh	TrxR1 inh	Vif-APOBEC3G blk	RGS4 inhibitor	Vif-APOBEC3F blk	IDH1 R132H inh	GRP78 ERSR act	TrxR1 substrate
O=[N+]([O-])c1cc(S(=O)(=O)c2ccc(O)c([N+](=O)[O-])c2)ccc1O	3.8	-9.2%	-16.9%	-2.4%	5.1%	1.3%	3.3%	-1.9%	-11.2%
CN1CCN(c2ccc(NC(=O)C(C)(C)C)cc2)CC1	-7.2	-5.0%	5.2%	-0.4%	-10.5%	3.3%	11.3%	6.6%	1.5%
CN1C(=O)C(=Cc2ccccc2OS(=O)(=O)c2ccccc2)C(=O)N(C)C1=O	-9.6	-15.9%	28.2µM*	-1.8%	?	-0.7%	18.2%	-5.8%	-1.7%
Cc1nn(Cc2ccccc2Cl)c(Cl)c1C(=O)OC(C(=O)NC(N)=O)C(C)C (stereo unspecified)	-10.5	-1.0%	6.3%	-1.2%	8.8%	-9.6%	0.1%	-0.8%	1.3%
CCc1n[nH]c(CCN)n1	-15.3	8.8%	15.5%[11.4 µM]	1.0%	8.8%	8.8%	1.4%	-5.0%	5.1%[11.4 µM]
O=c1c2ccccc2[nH]c(=S)n1-c1ccc2c(c1)OCCO2	-8.3	-8.1%	11.6%	0.6%	3.7%	1.3%	-7.2%	2.1%	-0.7%
Cc1cccc(N2C(=O)NC(=O)/C(=C\c3cccn3-c3ccc(Cl)cc3)C2=O)c1	-0.2	-19.0%	-15.2%	?	?	-14.0%	2.4%	-17.4%	17.3%
C[C@]12CCC(=O)C(O)=C1CC[C@@H]1[C@@H]2CC[C@]2(C)C(=O)CC[C@@H]12	-6.3	-23.1%	5.0%	-1.0%	12.9%	-5.5%	2.4%	-3.6%	4.2%
NCC(=O)c1cccc([N+](=O)[O-])c1	nt	nt	-9.7%	2.1%	nt	nt	nt	-0.7%	3.9%
COC(=O)C1=C(c2ccc(OC)c(OC)c2)C[C@@H]2CC[C@H]1N2C(=O)NCc1ccco1	0.3	-13.9%	-11.8%	3.9%	-5.0%	1.4%	-8.8%	-3.7%	-6.0%
c1ccc(CN2CCN(Cc3ccc4ccccc4c3)CC2)cc1	-16.1	-4.4%	4.3%[57.1 µM]	0.6%	-49.4%	-14.0%	3.3%	2.4%	-4.0%
CCCC1CCCCC12C(=O)NC(=O)NC2=O (stereo unspecified)	-6.4	-16.4%	-7.7%[11.4 µM]	0.7%	-41.0%	12.1%	4.7%	-5.1%	-3.3%[11.4 µM]
C=Cn1ccnc1P(=S)(c1c(C)nn(-c2ccccc2)c1C)c1nccn1C=C	-1.9	?	9.1%	1.6%	-22.5%	-24.0%	-0.5%	-2.5%	-4.9%
CCC(=NCc1cccnc1)c1c(O)n(-c2ccccc2)c(=O)[nH]c1=O	1.3	-3.9%	5.1%	-0.1%	-11.8%	1.2%	19.1%	-4.3%	-7.5%
CCOC(=O)C1CCN(C(C)C(=O)c2c(C)[nH]c3cc(C)ccc23)CC1 (stereo unspecified)	-4.5	-23.5%	10.4%	2.9%	-4.0%	3.8%	2.4%	-1.2%	9.4%[57.1 µM]
Cc1cccc(N2C(=O)NC(=O)/C(=C\C=C\c3ccco3)C2=O)c1	-12.8	-15.5%	?	?	?	?	-0.1%	-15.6%	-10.6%
N#C/C(=C/c1ccc(O)c(O)c1)C(N)=S	nt	nt	?	nt	6.7µM*	nt	nt	-2.8%	?
Cc1ccc(N2C(=O)NC(=O)/C(=C/C=C/c3ccco3)C2=O)cc1	1.9	-1.1%	-10.9%[57.1 µM]	?	?	?	6.4%	-12.1%	7.8%[57.1 µM]
COc1cc2c(cc1OC)CN(c1ccc([N+](=O)[O-])c(C(F)(F)F)c1)CC2	-2.7	-5.7%	-21.6%	-1.2%	-21.6%	-1.5%	4.4%	17.9%	-21.8%
CCCCn1c(O)c(C(C)=NCc2cc(OC)cc(OC)c2)c(=O)[nH]c1=O	-0.1	-11.5%	-10.2%	-3.6%	-3.4%	2.7%	9.7%	-1.2%	-4.7%
CCC1(O)C(=O)OCc2c1cc1n(c2=O)Cc2cc3c(N)cccc3nc2-1 (stereo unspecified)	7.0	-12.6%	18.2%[11.4 µM]	4.8%	-32.4%	10.0%	6.7%	-4.0%	8.0%[11.4 µM]
N[C@@]1(C(=O)O)CC[C@@H](C(=O)O)C1	0.3	-14.9%	6.6%[57.1 µM]	-0.7%	2.1%[56.9 µM]	3.9%	2.4%	0.4%&-0.9%	4.4%[57.1 µM]
O=C1CC=C2C3CC4N(CCC45c4ccccc4N1C25)CC3=CCO (stereo unspecified)	1.6	-15.7%	3.6%[11.4 µM]	0.3%	11.4%	-5.4%	5.5%	-2.7%	4.0%[11.4 µM]
Cc1ccc(-n2sc3ccccc3c2=O)cc1	-35.4*	-16.5%	99.9%[activator]	-13.8%	-137.0%	0.9%	5.3%	-9.3%	-14.6%

A draw from above in order of SMILES length, descending.
SMILES	LDHA inh	USP1-UAF1 inh	TrxR1 inh	Vif-APOBEC3G blk	RGS4 inhibitor	Vif-APOBEC3F blk	IDH1 R132H inh	GRP78 ERSR act	TrxR1 substrate
CCCCn1c(O)c(C(C)=NCc2cc(OC)cc(OC)c2)c(=O)[nH]c1=O	-0.1	-11.5%	-10.2%	-3.6%	-3.4%	2.7%	9.7%	-1.2%	-4.7%
CCC(=NCc1cccnc1)c1c(O)n(-c2ccccc2)c(=O)[nH]c1=O	1.3	-3.9%	5.1%	-0.1%	-11.8%	1.2%	19.1%	-4.3%	-7.5%
N#C/C(=C/c1ccc(O)c(O)c1)C(N)=S	nt	nt	?	nt	6.7µM*	nt	nt	-2.8%	?
Cc1ccc(-n2sc3ccccc3c2=O)cc1	-35.4*	-16.5%	99.9%[activator]	-13.8%	-137.0%	0.9%	5.3%	-9.3%	-14.6%

(continued)
SMILES	LDHA inh	USP1-UAF1 inh	TrxR1 inh	Vif-APOBEC3G blk	RGS4 inhibitor	Vif-APOBEC3F blk	IDH1 R132H inh	GRP78 ERSR act	TrxR1 substrate
O=C(c1ccc2c(c1)N(Cc1ccc(F)cc1)CCS2)N1CCC2(CC1)OCCO2	1.0	-15.7%	?	-2.4%	-4.2%	0.2%	-2.3%	7.4%	-3.9%
ON1C2CCCCC2N(O)C1c1ccccc1F (stereo unspecified)	-8.7	-4.2%	11.7%[57.1 µM]	-2.4%	15.9%	-16.8%	-2.1%	0.8%	8.8%[57.1 µM]
N=C1C(c2ccccc2)=C(O)CN1Cc1ccco1	-0.1	-4.5%	20.2%	-0.1%	-0.6%	0.0%	-3.1%	-5.6%	4.3%
CC(=O)N1CC(=O)Nc2ccc(F)cc2C1c1ccccc1 (stereo unspecified)	0.5&-6.2	-22.7%&6.5%	18.6%	-0.5%&1.1%	-15.3%&13.1%	-3.5%&-10.4%	15.0%&2.4%	2.2%&-4.1%	5.4%&-0.8%
O=C(OCC(=O)c1ccc([N+](=O)[O-])cc1)/C(=C\c1ccc(Cl)cc1)NC(=O)c1ccccc1	-0.3	-19.4%	0.4%[2.29 µM]	-7.2%	-28.5%	-7.9%	5.7%	-1.1%	3.6%[2.29 µM]
COc1ccc(CC2C(=O)NC(C)C(=O)N(C)C3C(=O)N(C)C(Cc4ccc(O)c(c4)Oc4ccc(cc4)C3O)C(=O)NC(C)C(=O)NC(C)C(=O)N2C)cc1 (stereo unspecified)	1.5	-19.0%	10.3%[11.4 µM]	-13.6%	26.4%	16.2%	2.8%	-6.1%	9.4%[57.1 µM]
O=C1OCCC1NC1=NCCC1 (stereo unspecified)	-13.8	-7.4%	1.3%	0.7%	16.8%	1.5%	-2.7%	-3.0%	-1.6%
COc1ccc(C(=O)C2CCCN(Cc3cnc(C)s3)C2)c(OC)c1 (stereo unspecified)	-0.6	-21.5%	?	1.8%	-30.1%	-2.4%	5.9%	-1.1%	-12.7%[57.1 µM]
COCCNCCOc1ccc(C(C)(C)c2ccccc2)cc1	-16.8	-3.7%	-3.9%[57.1 µM]	-0.9%	-9.0%	-8.1%	4.3%	-1.0%	2.9%[57.1 µM]
CC(C)N1CCN(Cc2cc3c(cc2Cl)OCO3)CC1CCO (stereo unspecified)	-8.1	-14.2%	15.6%	0.4%	-7.1%	?	5.3%	-6.9%	4.5%
C#C[C@]1(O)CCC2C3C(=O)C=C4C=CCC[C@]4(C)C3CC[C@@]21C (stereo partly specified)	-1.5	-9.0%	24.4%	1.6%	-4.5%	0.9%	0.9%	-0.5%	3.0%
CCCCn1c(N)c(C(=O)OCC2CCCO2)c2nc3ccccc3nc21 (stereo unspecified)	5.8	-26.2%	47.7%[activator]	-7.7%	-36.1%	-8.6%	3.3%	-2.5%	430.6%[activator]
